High-throughput results (PubChem)
RmlCD inh 1536: inhibitors of Mycobacterium tuberculosis RmlC and RmlD coupled enzymes; RmlC+RmlD coupled enzyme assay, percent inhibition; primary screen in compound mixtures; inhibition, % at 3.6 µM; actives 0.03% (n = 160,000); AID 1533; in the data active means inhibition mostly above about 34%, no sharp cut-off; further: some results filed as inactive read as strong as hits
Target sequence (P9WH09 whole entry, looked up): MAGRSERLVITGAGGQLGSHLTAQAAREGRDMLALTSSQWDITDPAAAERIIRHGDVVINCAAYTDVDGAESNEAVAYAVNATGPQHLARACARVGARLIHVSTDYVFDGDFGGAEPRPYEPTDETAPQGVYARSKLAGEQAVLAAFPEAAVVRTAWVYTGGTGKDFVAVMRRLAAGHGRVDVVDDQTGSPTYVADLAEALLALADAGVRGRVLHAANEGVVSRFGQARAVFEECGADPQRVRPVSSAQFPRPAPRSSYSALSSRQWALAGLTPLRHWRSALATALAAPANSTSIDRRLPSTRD
Target sequence (P9WH11 whole entry, looked up): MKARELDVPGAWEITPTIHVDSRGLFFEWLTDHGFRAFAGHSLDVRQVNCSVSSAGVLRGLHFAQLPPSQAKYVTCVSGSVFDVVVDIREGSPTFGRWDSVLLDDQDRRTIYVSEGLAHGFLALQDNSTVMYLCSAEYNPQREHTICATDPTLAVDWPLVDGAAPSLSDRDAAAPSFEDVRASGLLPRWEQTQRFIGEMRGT
GlmU inhibition: inhibition of mycobacterial GlmU enzyme – biochemical, glucosamine-1-phosphate acetyltransferase (AID 1376); one-dose inhibition, %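 (tested at 30 µM in the primary screen)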; IC50 in µM for titrated hits; M. tuberculosis GlmU acetyltransferase enzyme assay; higher % means a stronger effect; actives 0.25% (n = 220,000); in the data active means inhibition above about 13%;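 further: 0% = complete reaction with vehicle and 100% = reaction without substrate; strong numbers were not always called active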
An asterisk follows results filed as active; x = not tested or not shown. These rows are one share of the data (hit frequency here may not be typical).

SMILES	RmlCD inh 1536	GlmU inhibition
O=C(COc1ccc(F)cc1)NCC1CCCO1 (configuration not stated)	-1	-1.3%
CCOC(=O)c1c(-c2ccccc2)nnn1-c1nc(OCC)nc(N2CCCCC2)n1	x	6.6%
Cc1ccc(NC(=O)CC2C(=O)NCCN2C(=S)Nc2ccccc2)c(C)c1 (configuration not stated)	-6	0.2%
O=C(N[C@@H](Cc1c[nH]c2ccccc12)C(=O)O)c1ccc(Cl)cc1	-13	0.8%
O=C(c1ccccc1)c1ccc(COC(=O)c2cnccn2)cc1	-48	-5.3%
O=C(c1cc2ccccc2oc1=O)N1CCCC1	3	1.1%
CC(=O)Oc1ccc(OC(C)=O)c2c1CC(C)=C(C)C2	-7	-4.7%
CCCCCOC(=O)CCN1C(=O)/C(=C2\SC(=S)N(CCC(=O)OCCCCC)C2=O)SC1=S	x	-0.9%
O=C(O)c1ccc(S(=O)(=O)Nc2ccc(F)c(Cl)c2)cc1	x	-0.9%
Fc1cc(F)cc(NC(=S)Nc2ccccc2N2CCOCC2)c1	3	1.8%
CCc1c(C)nc(N)nc1N1N=C1SCC(N)=O	-51	-0.6%
CCCCn1c(NCc2ccccc2O)nc2ccccc21	21	3.8%
CCOc1ccc(C(=O)CN2CCN(S(=O)(=O)c3ccc(F)cc3)CC2)cc1	-8	x
CC(C)c1ccc(S(=O)(=O)N2CCN(C(=O)c3ccco3)CC2)cc1	-15	-0.6%
CC(C)(C)NC(=O)CSc1nc2ccccc2c(=O)[nH]1	48	4.5%
O=C(CSc1ncn[nH]1)N(C1CCCCC1)C1CCCCC1	0	2.2%
C/C(=N/OC(=O)c1ccc(Cl)cc1Cl)c1oc(C)nc1C	-13	2.5%
C=CCN1C(=O)C(Cc2ccc(OC)cc2)S/C1=N/N=C/c1ccco1 (configuration not stated)	0	-1.4%
O=C(O)/C=C/C(=O)N1CCN(S(=O)(=O)c2cccc(C(F)(F)F)c2)CC1	-7	2.3%
CCCCN(C)CCCNC(=O)c1ccc2c(c1)NC(=O)C(N1CCOCC1)S2 (configuration not stated)	x	-1.9%
Cc1nc2ccccn2c1C(=O)NCC(C)C	3	0.5%
CC(=O)N(CC(=O)Nc1sc(C)c(C)c1C(N)=O)Cc1ccccc1	-11	-0.1%
CC(C)(C)N1C(=O)c2ccc(C(=O)Nc3nccs3)cc2C1=O	-10	1.2%
CC(C)CNC(=S)NC1CC2CCCC(C1)N2Cc1cccs1 (configuration not stated)	x	-2.2%
CCN(CC)CCN1C(=O)C(=O)/C(=C(/O)c2c(C)[nH]c(C(=O)OC)c2C)C1c1cccs1 (configuration not stated)	-11	3.8%

Structural class, the entries above with a halogen
SMILES	RmlCD inh 1536	GlmU inhibition
O=C(COc1ccc(F)cc1)NCC1CCCO1 (configuration not stated)	-1	-1.3%
O=C(N[C@@H](Cc1c[nH]c2ccccc12)C(=O)O)c1ccc(Cl)cc1	-13	0.8%
O=C(O)c1ccc(S(=O)(=O)Nc2ccc(F)c(Cl)c2)cc1	x	-0.9%
Fc1cc(F)cc(NC(=S)Nc2ccccc2N2CCOCC2)c1	3	1.8%
CCOc1ccc(C(=O)CN2CCN(S(=O)(=O)c3ccc(F)cc3)CC2)cc1	-8	x
C/C(=N/OC(=O)c1ccc(Cl)cc1Cl)c1oc(C)nc1C	-13	2.5%
O=C(O)/C=C/C(=O)N1CCN(S(=O)(=O)c2cccc(C(F)(F)F)c2)CC1	-7	2.3%

Later entries
SMILES	RmlCD inh 1536	GlmU inhibition
COc1ccc(/C(O)=C2\C(=O)C(=O)N(CC3CCCO3)C2c2cc(OC)ccc2OC)cc1 (configuration not stated)	x	1.7%
CC(=O)c1cccc(Nc2nc(-c3ccccc3)cs2)c1	4	2.6%
Cc1cc(NC(=O)c2cc3n(n2)C(C(F)(F)F)CC(c2ccc(Cl)c(Cl)c2)N3)no1 (configuration not stated)	x	-0.7%
C=CCc1cccc2cc(C(=O)Nc3ccc(CC(=O)O)cc3)c(=O)oc12	-14	-0.8%
Cc1cc(=O)oc(C)c1C(=O)Nc1cccc(F)c1	x	2.4%
CC(=O)Nc1ccc(NC(=O)CNC(=O)COc2ccccc2)cc1	-10	3.9%
O=C1CN(C(=O)COc2ccc(Br)cc2F)c2ccccc2N1	15	-1.5%
CCCN(CCC)C(=O)Nc1cc(Cl)ccc1OC	6	-2.8%
COc1c(C)cc(C(=O)C2CCCN(C(=O)c3cc(C)nc(C)n3)C2)cc1C (configuration not stated)	-4	2.1%
Cc1cc(S(=O)(=O)N2CCN(c3ccc(F)cc3)CC2)c(C)s1	19	-2.9%
CC[C@@H](C(N)=O)N1CCCC1=O	-4	1.2%
CCCCCCNC(=O)N1C/C=C\C(c2ccc(OC)cc2)N(Cc2ccc(F)cc2)C(=O)C1 (configuration not stated)	x	-0.9%
CC(C)(C)c1cc(NC(=O)c2cccnc2)no1	x	0.5%
CC(=O)Nc1cccc(N2CCCC2=O)c1	12	-3.6%
Cc1ccc2cc(CCl)c(Cl)nc2c1	-2	0.9%
CC1(C)CC2(CCO1)OC(=O)CC2C(=O)Nc1ccc(Cl)cc1[N+](=O)[O-] (configuration not stated)	-13	3.6%
CCOC(=O)c1ccc(NC(=O)Nc2cc(C)on2)cc1	-4	-0.3%
COc1ccc([C@H]2/C=C\CN(C(=O)c3ccccc3)[C@@H](C)C(=O)N2Cc2ccc(F)cc2)cc1	x	2.8%
O=c1c(Cc2ccc(Cl)cc2Cl)c(O)ccn1Cc1ccc(Cl)cc1	-4	-4.7%
CC(=O)Nc1cccc(-c2csc(NCc3ccccc3)n2)c1	x	-3.8%
CSc1cccc(NC(=S)N(CCC(C)C)C2CCN(C(C)C)CC2)c1	4	4.3%
Cc1ccc(-c2cc(-c3nnc(SCC(=O)NCC(C)C)n3N)c3ccccc3n2)cc1	5	-6.3%
O=C(O)c1cc2c(cc1Br)OCCCO2	x	2.1%
Cc1ccc(Nc2nc(N)nc(-c3oc4ccccc4c3C)n2)cc1	x	-3.0%
O=C(Nc1ccccc1Cl)c1ccc(S(=O)(=O)N2CCOCC2)cc1	x	1.2%

(list continues)
SMILES	RmlCD inh 1536	GlmU inhibition
COc1cc(CNc2cccc(C(=O)O)c2)cc(Br)c1OCC(=O)NC(C)(C)C	x	0.5%
O=C(/C=C\c1ccco1)Nc1cc([N+](=O)[O-])ccc1F	-9	-3.4%
O=C(Cc1ccccc1)Nc1nnc(SCC(=O)NC2CCCC2)s1	-7	0.9%
Cc1ccc(CN2CCNC2=O)cc1	x	-0.9%
Cc1cc(C)nc(Oc2ccc(Br)cc2)n1	x	-0.9%
CCOC(=O)c1c(C)[nH]c(C(=O)OCC(=O)Nc2ccc(OC)c(Cl)c2)c1C	12	-0.4%
CS(=O)(=O)Nc1nnc(SCC(=O)Nc2cccc([N+](=O)[O-])c2)s1	4	-3.7%
O=C(CCSCc1ccc(Cl)cc1)NCCc1ccccc1	x	-3.0%
COc1ccc(N(C)S(=O)(=O)c2cccc(C(=O)Nc3ccc4c(c3)OCCO4)c2)cc1	-9	0.1%
CCOC(=O)c1cccc(NS(=O)(=O)c2c(C)[nH]c(=O)[nH]c2=O)c1	x	5.6%
CC(c1nc2ccccc2o1)N1C(=O)c2ccccc2C1=O (configuration not stated)	x	3.0%
Cc1cc(C)c2c(=O)n(CC(=O)N3CCC(Cc4ccccc4)CC3)sc2n1	15	x
Cc1ccc(/C=N/NC(=O)c2nc3nc(C)cc(C)n3n2)cc1	-15	-4.0%
COC(=O)N(c1ccccc1)P1(=S)OCCO1	x	3.5%
Cc1cc(C)n2c(SCc3c(C)noc3C)nnc2n1	x	-2.0%
O=C(COC(=O)C1CC1)c1c[nH]c2ccccc12	-11	1.4%
COc1ccc(Cc2nnc(NS(C)(=O)=O)s2)cc1	x	0.2%
O=C(CCN1CCCCC1)NCNC(=O)CCN1CCCCC1	11	-11%
COc1ccc2[nH]c(=O)c(CNc3ccc(C)c(C)c3)cc2c1	2	-1.4%
CC(C)=CCCC(C)NC(=O)NC1CCCCC1 (configuration not stated)	10	-5.8%
CCCCCCC(=O)c1c(O)n(-c2ccc(OC)cc2)c(=O)[nH]c1=O (tested in a mixture with another compound)	10	5.7%
Cn1cnc([N+](=O)[O-])c1S(=O)(=O)c1ccc(Cl)cc1	x	101µM*
Cc1onc(-c2ccccc2)c1C(=O)Nc1sc2c(c1C#N)CCC2	x	-1.0%
COc1cc(C(=O)Nc2nc(C)c(Cc3ccc4c(c3)OCO4)s2)cc(OC)c1OC	x	-1.9%
N#Cc1c(Cl)nc(SCc2ccccc2)nc1-c1ccccc1	-6	1.1%

7 records drawn at random from the list so far, as already listed:
SMILES	RmlCD inh 1536	GlmU inhibition
Cc1cc(C)nc(Oc2ccc(Br)cc2)n1	x	-0.9%
COc1cc(CNc2cccc(C(=O)O)c2)cc(Br)c1OCC(=O)NC(C)(C)C	x	0.5%
CC(c1nc2ccccc2o1)N1C(=O)c2ccccc2C1=O (configuration not stated)	x	3.0%
Cc1ccc(/C=N/NC(=O)c2nc3nc(C)cc(C)n3n2)cc1	-15	-4.0%
COC(=O)N(c1ccccc1)P1(=S)OCCO1	x	3.5%
CS(=O)(=O)Nc1nnc(SCC(=O)Nc2cccc([N+](=O)[O-])c2)s1	4	-3.7%
O=C(CCN1CCCCC1)NCNC(=O)CCN1CCCCC1	11	-11%

Next compounds follow:
SMILES	RmlCD inh 1536	GlmU inhibition
COCCNC(=S)Nc1ccc(Cl)c(Cl)c1	x	-3.4%
C/C(=N\NC(=S)NCc1ccccc1)c1cccc(Br)c1	x	5.2%
O=C(C(=O)N1CCN(c2ccccc2F)CC1)c1c[nH]c2ccccc12	-11	-0.6%
CC1CCCCC1NC(=O)COC(=O)c1ccc(S(=O)(=O)NCc2ccco2)cc1 (configuration not stated)	x	6.4%
O=C1c2ccccc2C(=O)N1CCC(=O)N1CCCc2ccccc21	-2	-1.9%
CCOC(=O)CC(=O)CSc1nc2nc(C)cc(C)n2n1	x	3.8%
COc1ccc(N2CC(C(=O)Nc3nc4ccccc4s3)CC2=O)cc1 (configuration not stated)	-2	4.4%
OCCC1CN(Cc2cnc(-c3ccccc3)s2)CCN1C1CCCC1 (configuration not stated)	-8	-5.6%
O=C(Nc1cc(C(F)(F)F)ccc1N1CCOCC1)C1Cc2ccccc2CN1C(=O)c1ccco1 (configuration not stated)	x	-0.5%
Cc1ccc(NC(=O)CSCc2c(C)noc2C)cc1C	10	2.2%
COC(=O)c1cc(Cl)nc2ccccc12	0	5.7%
COC(=O)c1ccc(Nc2nnc(-c3ccc(C)c(S(=O)(=O)NCC4CCCO4)c3)c3ccccc23)cc1 (configuration not stated)	-22	5.0%
Cc1c(NC(=O)C(=O)/C=C(\O)c2ccc(Br)cc2)c(=O)n(-c2ccccc2)n1C	2	-6.2%
COc1cc(S(=O)(=O)N2CCCCCC2)ccc1-n1cnnn1	x	4.4%
O=C(OCCN1C(=O)c2ccccc2C1=O)c1cccs1	x	2.8%
COc1ccc(CC(NC(C)=O)C(=O)N2CCN(C(=O)Nc3cccc(F)c3)CC2)cc1OC (configuration not stated)	3	-0.4%
CCc1c(C)nc2ncnn2c1NCCc1ccc(Cl)cc1	1	-3.0%
CCCNC(=O)N1[C@H]2CC[C@@H]1C(C(=O)OC)=C(c1ccccc1)C2	x	5.0%
O=c1c2cc(N3CCOCC3)ccc2[nH]c(=S)n1CCCN1CCCCCC1	8	-1.4%
CCC(=O)Nc1ccc2ccccc2c1	x	-4.3%
COc1ccc(/C=C/C(=O)NC(=S)Nc2cc([N+](=O)[O-])ccc2O)cc1OC	-10	-2.7%
Cc1ccccc1CN1C(=O)CSc2ccc(C(=O)N3CCOCC3)cc21	-5	0.6%
C/C(=C1/SC(N2CCOCC2)=NC1=O)c1ccc(Br)cc1	-1	-1.7%
COc1ccc(OC)c(NC(=O)N[C@H](Cc2ccccc2)C(=O)NN)c1	5	9.2%
Cc1c(S(=O)(=O)N2CCN(c3cccc(C(F)(F)F)c3)CC2)c(=O)n(C)c(=O)n1C	x	-2.7%

More results follow.
SMILES	RmlCD inh 1536	GlmU inhibition
NC(=O)CSc1nnc(-c2cnccn2)n1Cc1ccco1	-8	-2.3%
CCC(Cc1ccccc1)NC(=O)C1CCC(CNc2c(N3CCCC3)c(=O)c2=O)CC1 (configuration not stated)	x	4.5%
O=C(NCc1ccc(Cl)cc1)c1cc(-c2cccs2)on1	4	-1.8%
C=CCOc1c(Cl)cc(/C=N/O)cc1OC	x	2.5%
CC(N=C1NS(=O)(=O)c2ccccc21)C(=O)NCc1ccc2c(c1)OCO2 (configuration not stated)	2	-3.9%
Cc1ccc(C2N(c3ccccc3)C(=O)N3CCCN23)cc1 (configuration not stated)	x	-1.2%
COc1cc(CNc2ccc(O)cc2)cc(Br)c1OCc1ccccc1F	-9	4.4%
O=C(c1cccnc1)n1nc(NCc2ccccc2)nc1NCc1ccccc1	22	0.0%
CCOc1ccccc1N1CCN(C(=O)c2csc(C)c2CC)CC1	-4	-6.9%
COc1ccc(Cc2nnc(NC(=O)Cc3cccs3)s2)cc1	14	x
CCC(=O)N1CCCc2cc(S(=O)(=O)NCc3cccs3)ccc21	-6	-0.4%
CN(C)CCNC(=O)C(C(=O)c1ccccc1)n1ccccc1=O (configuration not stated)	x	3.3%
N#Cc1c(Cl)nsc1NN	3	6.1%
Cc1ncc(CC(=O)n2cc(C(=O)c3cc(F)ccc3O)cn2)s1	-1	1.1%
O=C(NCCC1=CCCCC1)C(=O)c1c[nH]c2ccccc12	4	-3.6%
O=c1oc2ccccc2cc1-c1csc(NN=C2CCCC2)n1	x	0.8%
CCCn1nc(Oc2nc(NC(C)C)nc(N(C)C)n2)ccc1=O	12	1.6%
Cn1c(N)c(C(=O)COC(=O)CNS(=O)(=O)c2cccc(Cl)c2)c(=O)n(C)c1=O	28	2.1%
CC(C)OCCCN(CC(O)c1ccccc1)CC(O)c1ccccc1 (configuration not stated)	2	-2.1%
